Source: PubChem BioAssay (The Scripps Research Institute Molecular Screening Center)
FBW7 activator = human FBW7 E3 ligase activation, primary screen; 650,000 tested, 0.13% active; normalized activity (activation), % at 26.1 µM; AlphaScreen FBW7–phospho-cyclin E peptide binding, activator screen; AID 1259310; Q969H0; in the data active = normalized activity above about 1.9%;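 also: purified mutant Fbw7 with reduced substrate affinity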
MITF primary = inhibitors of human MITF. AID 1259374. 650,000 tested, 0.91% active. inhibition, % at 2.6 µM. AlphaScreen MITF homodimerization, bead proximity signal. O75030; in the data active = inhibition above about 50%;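 also: 0% = vehicle wells with protein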
Target sequence (O75030 whole entry, looked up): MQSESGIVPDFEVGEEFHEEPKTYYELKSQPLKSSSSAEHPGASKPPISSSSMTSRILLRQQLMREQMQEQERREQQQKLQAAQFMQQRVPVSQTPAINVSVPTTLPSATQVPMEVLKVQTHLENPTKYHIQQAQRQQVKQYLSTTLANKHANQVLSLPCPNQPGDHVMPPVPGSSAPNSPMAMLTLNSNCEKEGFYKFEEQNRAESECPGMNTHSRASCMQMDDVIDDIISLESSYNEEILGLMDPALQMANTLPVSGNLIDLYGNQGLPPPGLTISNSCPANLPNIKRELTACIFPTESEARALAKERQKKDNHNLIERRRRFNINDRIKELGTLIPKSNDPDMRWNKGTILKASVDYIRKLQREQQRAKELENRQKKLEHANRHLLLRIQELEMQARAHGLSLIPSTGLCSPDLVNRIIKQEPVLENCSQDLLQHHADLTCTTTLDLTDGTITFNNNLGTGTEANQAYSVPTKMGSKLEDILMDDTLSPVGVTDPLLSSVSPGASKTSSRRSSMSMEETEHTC
TEAD-YAP inh = TEAD-YAP interaction inhibition; HEK-TIYL cells, TEAD-Gal4/YAP UAS-luciferase luminescence; inhibition, % at 9.12 µM; 640,000 tested, 1.4% active; AID 1259422; in the data active = inhibition above about 32%;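 also: 0% = median of test compound wells and 100% = reference inhibitor wells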
GPR151 ag = activators of human GPR151; Q8TDV0; PathHunter beta-arrestin GPR151 cells, luminescence; activation, % at 11.2 µM; 650,000 tested, 1% active; AID 1508602; in the data active = activation above about 4.9%;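 also: 0% = median of compound wells and 100% = cells with positive control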
Target sequence (Q8TDV0 whole entry, looked up): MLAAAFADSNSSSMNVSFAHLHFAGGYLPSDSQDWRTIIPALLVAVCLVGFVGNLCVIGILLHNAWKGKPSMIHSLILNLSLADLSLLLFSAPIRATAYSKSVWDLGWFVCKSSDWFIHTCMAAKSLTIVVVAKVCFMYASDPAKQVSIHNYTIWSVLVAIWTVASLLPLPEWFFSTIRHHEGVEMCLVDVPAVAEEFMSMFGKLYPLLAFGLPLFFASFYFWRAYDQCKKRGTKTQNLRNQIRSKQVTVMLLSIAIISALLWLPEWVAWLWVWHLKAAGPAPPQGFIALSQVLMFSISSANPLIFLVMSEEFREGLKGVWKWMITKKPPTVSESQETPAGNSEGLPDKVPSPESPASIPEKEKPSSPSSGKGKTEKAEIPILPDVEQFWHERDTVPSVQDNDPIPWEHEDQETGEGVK
* = called active by the depositor.

Each structure is followed by: GPR151 ag, MITF primary, FBW7 activator, TEAD-YAP inh
- CC(C(=O)Nc1ccccc1)N(c1ccc(Oc2ccccc2)cc1)S(C)(=O)=O (stereo not given)
    -1.5, 16, 0.2, 4
- O=C1C2C(C(=O)N1c1ccccc1Br)C1C=CC2C12CC2 (stereo not given)
    0.2, -18, 0.0, -3
- Clc1ccc2nc(N3N=C(c4ccc(Br)cc4)CC3c3ccco3)nc(-c3ccccc3)c2c1 (stereo not given)
    -0.5, 12, 0.3, 3
- Cc1nc2sc(C(c3ccccc3)N3CCN(CCO)CC3)c(O)n2n1 (stereo not given)
    -0.3, 2, -0.1, -10
- CO[C@@]1(NC(=O)CSCC#N)C(=O)N2C(C(=O)O)=C(CSc3nnnn3C)CSC21 (stereo not given in full)
    -1.0, 1, -0.1, -2
- COC(=O)COc1ccc(S(=O)(=O)Nc2cc(C)ccc2OC)cc1
    -1.3, 2, -0.1, 1
- CC(=O)Nc1cc(CNC2CCCC2)cc(C(=O)N2CCCC2)c1
    -0.9, -8, -0.1, -2
- N#Cc1ccc(CN2C(=O)CCC2=O)cc1
    -1.8, 22, 0.0, 7
- O=C(/C=C/c1ccc(Br)o1)OC1CCCCC1=O (stereo not given)
    0.6, -2, -0.2, -13
- COc1cc(CN2CCN(Cc3cn[nH]c3C3CCCCC3)CC2CCO)cc(OC)c1 (stereo not given)
    -0.3, 3, 0.3, -1
- N#Cc1c(SCc2ccc(Cl)c(Cl)c2)nc2c(c1-c1cccs1)CCCC2
    -0.1, 11, 0.1, 8
- CNc1nc(N)nc2nonc12
    0.4, 10, -0.1, 2
- COc1ccc(CN2CCc3nnc(C(C)NC(=O)CCc4ccccc4)n3CC2)cc1 (stereo not given)
    -0.8, 10, -0.1, 0
- COc1ccc(Cl)cc1NC(=O)N1CCN(C2CCCCC2)CC1
    0.9, -10, 0.0, -3
- CCOc1cccc(=Nc2ccc(OC)cc2)c2c(C)oc(C)c12
    -1.2, 20, 0.0, 6
- COC(c1ccccc1)c1nnc(CCC(=O)NCc2cccc(Cl)c2)o1 (stereo not given)
    -1.2, 3, 0.1, 3
- COc1ccc(NC(=O)C2C(c3ccccc3)=C2c2ccccc2)cc1
    2.4, -7, 0.2, 5
- CC(=O)NC1CCC2C3CC=C4CC(OC(C)=O)CC[C@]4(C)C3CC[C@]12C (stereo not given in full)
    1.8, 4, -0.1, 1
- CCc1ccc(NC(=O)c2cc(S(=O)(=O)N3CCc4ccccc4C3)ccc2F)cc1
    -0.1, 1, 0.0, 1
- O=[N+]([O-])c1cccc(CN2CCN(CCOCCO)CC2)c1
    0.2, -24, -0.1, -4
- CCCCOc1ccc(-c2cc(C(N)=O)c3ccccc3n2)cc1
    0.2, 15, 0.1, -3
- O=C(NCCc1cccs1)c1cc(CCc2ccccc2)no1
    1.5, -21, -0.2, -57
- O=C(Nc1ccc(S(=O)(=O)Nc2nccs2)cc1)c1cc([N+](=O)[O-])cc([N+](=O)[O-])c1
    -0.9, 4, -0.1, -1
- COc1ccc(CNC(=O)c2nn3c(C(F)(F)F)cc(-c4ccc(Br)o4)nc3c2Br)cc1
    -0.5, 5, 0.1, -7
- Cc1ccc(-c2nc3n(n2)C(=O)CC(c2ccc4c(c2)OCO4)S3)cc1 (stereo not given)
    1.1, 2, 0.0, 3
- NC(=O)C1CCN(C(=O)C2CC(c3cccc(Br)c3)=NO2)CC1 (stereo not given)
    -0.6, 3, 0.0, -14
- COc1ccc2oc(=Nc3ccc(C#N)cc3)c(C(=O)Nc3ccccc3)cc2c1
    0.3, -1, 0.0, -21
- Cn1nnnc1SCCCC(=O)c1ccc(F)cc1
    -1.8, 19, 0.4, -62
- O=C1N[C@@H](Cc2ccc(Cl)cc2)C(=O)N2C[C@@H](NCc3ccc(Cl)cc3)C[C@@H]12
    -0.1, 7, -0.1, 6
- CCCOc1ccc(-c2nc(Oc3ccc(C(=O)OC)cc3)c3ccccc3n2)cc1
    0.9, 2, -0.1, 2
- Cc1ccccc1C(=O)NNC(=O)Cc1ccc(-c2ccccc2)cc1
    0.4, -10, 0.1, 20
- O=C(Nc1cccc(NC(=O)c2ccccc2F)n1)c1ccccc1F
    1.1, -6, 0.1, 2
- CC1=C(C(N)=O)C(c2ccc(Cl)cc2)n2nc(-c3cccnc3)nc2N1 (stereo not given)
    -1.2, 4, 0.1, 0
- CC(=O)N1CCc2cc(Br)cc(S(=O)(=O)Nc3ccc4c(c3)OCCO4)c21
    0.1, 14, 0.0, -11
- CC(NC(=O)c1ccncc1)c1ccccc1 (stereo not given)
    0.9, 10, 0.1, 1
- CCN(CC)C(=O)CSc1nc2ccccc2c(=O)n1CC1CCC(C(=O)NCc2ccccc2Cl)CC1 (stereo not given)
    -1.0, 6, 0.2, 0
- CCCNC(=O)CN(C1CCCCC1)S(=O)(=O)c1ccc(C)cc1
    -0.2, -6, 0.1, -7
- Cc1ccc(-c2nn3c(C)nnc3s2)cc1NC(=O)c1ccc(C#N)cc1F
    -1.9, 15, 0.5, 3
- CCOC(=O)N1CCc2c(sc(NCc3ccc(N(C)C)cc3)c2C(=O)Nc2ccc(OC)cc2)C1
    -0.5, 15, 0.0, 13
- O=C(c1ccc2c(=O)n(Cc3ccc4c(c3)OCO4)c(=S)[nH]c2c1)N1CC=C(c2ccccc2)CC1
    -1.0, 2, -0.2, -5

Part of the list above, as tab-separated lines.
mol	GPR151 ag	MITF primary	FBW7 activator	TEAD-YAP inh
O=C(Nc1ccc(S(=O)(=O)Nc2nccs2)cc1)c1cc([N+](=O)[O-])cc([N+](=O)[O-])c1	-0.9	4	-0.1	-1
COc1ccc(CNC(=O)c2nn3c(C(F)(F)F)cc(-c4ccc(Br)o4)nc3c2Br)cc1	-0.5	5	0.1	-7
Cc1ccc(-c2nc3n(n2)C(=O)CC(c2ccc4c(c2)OCO4)S3)cc1 (stereo not given)	1.1	2	0.0	3
NC(=O)C1CCN(C(=O)C2CC(c3cccc(Br)c3)=NO2)CC1 (stereo not given)	-0.6	3	0.0	-14
COc1ccc2oc(=Nc3ccc(C#N)cc3)c(C(=O)Nc3ccccc3)cc2c1	0.3	-1	0.0	-21
Cn1nnnc1SCCCC(=O)c1ccc(F)cc1	-1.8	19	0.4	-62
O=C1N[C@@H](Cc2ccc(Cl)cc2)C(=O)N2C[C@@H](NCc3ccc(Cl)cc3)C[C@@H]12	-0.1	7	-0.1	6
CCCOc1ccc(-c2nc(Oc3ccc(C(=O)OC)cc3)c3ccccc3n2)cc1	0.9	2	-0.1	2
Cc1ccccc1C(=O)NNC(=O)Cc1ccc(-c2ccccc2)cc1	0.4	-10	0.1	20
O=C(Nc1cccc(NC(=O)c2ccccc2F)n1)c1ccccc1F	1.1	-6	0.1	2
CC1=C(C(N)=O)C(c2ccc(Cl)cc2)n2nc(-c3cccnc3)nc2N1 (stereo not given)	-1.2	4	0.1	0
CC(=O)N1CCc2cc(Br)cc(S(=O)(=O)Nc3ccc4c(c3)OCCO4)c21	0.1	14	0.0	-11
CC(NC(=O)c1ccncc1)c1ccccc1 (stereo not given)	0.9	10	0.1	1
CCN(CC)C(=O)CSc1nc2ccccc2c(=O)n1CC1CCC(C(=O)NCc2ccccc2Cl)CC1 (stereo not given)	-1.0	6	0.2	0
CCCNC(=O)CN(C1CCCCC1)S(=O)(=O)c1ccc(C)cc1	-0.2	-6	0.1	-7
Cc1ccc(-c2nn3c(C)nnc3s2)cc1NC(=O)c1ccc(C#N)cc1F	-1.9	15	0.5	3

Carrying on:
Each structure is followed by: GPR151 ag, MITF primary, FBW7 activator, TEAD-YAP inh
- COc1ccc(NC(=O)c2cc3c(=O)n4cccc(C)c4nc3s2)c(OC)c1
    -0.4, -4, 0.0, 10
- O=C(Nn1c(SCc2cccc([N+](=O)[O-])c2)nc2ccccc2c1=O)c1ccccc1
    1.9, 9, 0.1, -35
- Cc1ccc(Cn2c(=O)c3cccnc3n(CC(N)=O)c2=O)cc1
    0.1, 2, 0.1, -7
- CCOC(=O)C1=C(C)Nc2ncnn2C1c1ccc2ncccc2c1 (stereo not given)
    1.5, 11, -0.1, -1
- CCOC(=O)c1ccc(Cn2c3ccc(F)cc3c3nc4ccccc4nc32)o1
    0.1, -2, 0.0, 4
- CCN(CC)c1ccc(/C=N\Nc2ncc(F)c(N3CCOCC3)n2)c(O)c1
    0.0, 62*, -0.6, 37*
- CSc1ccc(NC(=O)N[C@H]2C[C@H]3C(=O)N[C@@H](CCCCN)C(=O)N3C2)cc1
    2.9, 13, -0.2, 0
- COC(=O)C1=C(C)N(CCc2ccccc2)C(=O)/C1=C\c1ccc(N(C)C)cc1
    -0.6, 2, -0.3, 0
- Fc1ccc(C(c2nnnn2CC2CCCO2)N2CCN(c3ccccc3F)CC2)cc1 (stereo not given)
    0.8, -7, -0.4, 26
- CCOc1ccccc1C1C2=C(Nc3c1c(=O)[nH]c(=O)n3CCOC)c1ccccc1C2=O (stereo not given)
    -0.4, -2, 0.0, 4
- CC(C)Cc1nnc(NC(=O)CN2C(=O)c3ccccc3C2=O)s1
    3.3, 9, -0.4, 1
- CC(C)Oc1ccc(/C=C(\NC(=O)c2ccccc2)C(=O)NC(C)C(=O)O)cc1 (stereo not given)
    -0.1, 10, 0.2, 1
- O=C1c2ccccc2S(=O)(=O)N1Cc1ccc(F)cc1
    0.2, 3, 0.0, 1
- COc1ccccc1N1CCN(C(=O)c2sc3ncn(Cc4ccccc4F)c(=O)c3c2C)CC1
    0.0, -2, -0.2, 0
- Cc1ccc(S(=O)(=O)/N=C2\C=C(Cl)C(=O)C(Br)=C2)cc1
    -0.1, 20, -0.1, -1
- COc1ccc([C@@H](C)NC(=O)CCc2nnc(-c3ccc4c(c3)OCO4)o2)cc1
    -0.6, -7, -0.1, -47
- Cc1ccc(-c2nc(C=Nc3cccc(C(F)(F)F)c3)c(O)o2)cc1
    -0.4, -15, -0.1, 9
- O=C(Nc1ccc(F)cc1)C1CCN(C(=O)NCc2ccccc2)CC1
    -0.5, 4, 0.1, 4
- COc1ccc(-c2c(C)nn3c(NCCCO)c(C)c(C)nc23)cc1
    -1.6, -7, -0.1, -5
- Cc1ccc2c(NC(=O)c3cc(-c4ccco4)[nH]n3)cccc2n1
    -0.2, 9, -0.2, 10
- CC(C)OC(=O)c1cccc(C(=O)Oc2ccc3ccccc3c2)n1
    1.8, -4, 0.0, 3
- Clc1ccc(-c2cn3nc(-c4ccccc4)c(-c4ccccc4)nc3n2)cc1
    1.5, -2, 0.0, 2
- COc1cc(C2C3=C(CC(C)(C)CC3=O)NC3=C2C(=O)CC(C)(C)C3)cc([N+](=O)[O-])c1O
    1.0, 2, -0.1, -7
- Cc1nn(C)c(C)c1-c1nc(NCc2nc3ccccc3[nH]2)c2ncn(CCN3CCCC3=O)c2n1
    -1.0, 13, -0.2, 15
- Cn1c(=O)cc2c3c(c(N4CCCC4)ccc31)C(=O)c1ccccc1-2
    0.2, 21, -0.6, -2
- CCN(CC)S(=O)(=O)c1cc(C(=O)Nc2ccc(Br)cc2)ccc1Br
    -0.1, 15, 0.1, -20
- CCOC(=O)c1c(NC(=O)Cc2ccccc2)sc(C(N)=O)c1C
    -1.1, -10, 0.1, -8
- Cc1cc2nn(-c3ccccc3)nc2cc1NC(=O)c1ccc(F)cc1
    1.5, 0, 0.1, 0
- CC(=O)Nc1ccc(-c2ccnc(Nc3ccc(-n4cnc(-c5ccc(C)nc5)n4)cc3)n2)cn1
    1.1, -3, 0.4, 3
- CN(C(=O)Cn1nc2c3ccccc3nc(C3CC3)n2c1=O)C1CCCCC1
    1.1, 6, 0.0, -4
- O=C(NCCN1CCOCC1)NCC12CC3CC(C1)CC(c1ccccc1)(C3)C2
    0.1, 13, 0.1, 1
- Cc1nc2nc(N)nn2c(C)c1CCC(=O)O
    3.6, -2, -0.1, -9
